Wee1 stabilizer = blocks degradation of human Wee1 kinase. HeLa Luc-Wee1K328M stability, luciferase luminescence; 100% = proteasome inhibitor MG132 effect. reporter increase, % at 5 µM. hit rate 1.2% among 220,000. AID 1321;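 active means activation above the mean of all tested compounds plus 3 SD, set per screening run, cut at about 8.8% in these data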;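 further: cells exposed to compound for 20 h before luminescence read; 0% = DMSO alone and 100% = MG132 at 30 µM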
14-3-3 Bad inh = disrupts binding of bovine 14-3-3 zeta to phospho-Bad peptide; inhibition, % at 21.7 µM; P63103; TR-FRET 14-3-3zeta/Dy647-pBad peptide displacement, 1 h; hit rate 0.71% among 220,000;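 active means inhibition above about 70%, limit read from the data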;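 further: 0% = full 14-3-3 plus peptide FRET controls and 100% = background without 14-3-3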
Target sequence (P63103 whole entry, looked up): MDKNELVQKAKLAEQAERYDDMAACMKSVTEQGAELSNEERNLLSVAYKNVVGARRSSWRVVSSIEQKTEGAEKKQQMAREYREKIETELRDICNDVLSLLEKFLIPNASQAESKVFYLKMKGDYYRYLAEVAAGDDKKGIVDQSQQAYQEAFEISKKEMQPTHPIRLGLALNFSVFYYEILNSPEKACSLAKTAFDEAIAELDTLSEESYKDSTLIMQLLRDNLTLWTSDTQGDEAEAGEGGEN
Runt-SMMHC FRET = Runt domain-CBFb-SMMHC interaction inhibition; Q01196+Q13951; Cerulean-Runt/Venus-CBFb-SMMHC FRET ratio 530/480, 1 h; inhibition, % at 20 µM; hit rate 0.74% among 220,000; AID 1434;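 active means mean inhibition across duplicate retests at 20 µM reaching about 50%, limit read from the data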;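 further: 0% = DMSO wells and 100% = wells with excess untagged CBFb-SMMHC; inhibitors lower the FRET ratio by blocking Runt binding to CBFb-SMMHC; some results filed as inactive read as strong as hits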
Hck Nef HTS = human Hck-Nef kinase inhibition | Recombinant Hck-YEEI plus Nef, Z-Lyte FRET kinase assay | inhibition, % at 20 µM | hit rate 0.68% among 220,000;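 active means Hck-Nef kinase inhibition above about 50%, limit read from the data; inactive means inhibition below that limit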;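 further: 0% = DMSO with Hck plus Nef and 100% = Hck alone without Nef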
Target sequence (P08631 whole entry, looked up): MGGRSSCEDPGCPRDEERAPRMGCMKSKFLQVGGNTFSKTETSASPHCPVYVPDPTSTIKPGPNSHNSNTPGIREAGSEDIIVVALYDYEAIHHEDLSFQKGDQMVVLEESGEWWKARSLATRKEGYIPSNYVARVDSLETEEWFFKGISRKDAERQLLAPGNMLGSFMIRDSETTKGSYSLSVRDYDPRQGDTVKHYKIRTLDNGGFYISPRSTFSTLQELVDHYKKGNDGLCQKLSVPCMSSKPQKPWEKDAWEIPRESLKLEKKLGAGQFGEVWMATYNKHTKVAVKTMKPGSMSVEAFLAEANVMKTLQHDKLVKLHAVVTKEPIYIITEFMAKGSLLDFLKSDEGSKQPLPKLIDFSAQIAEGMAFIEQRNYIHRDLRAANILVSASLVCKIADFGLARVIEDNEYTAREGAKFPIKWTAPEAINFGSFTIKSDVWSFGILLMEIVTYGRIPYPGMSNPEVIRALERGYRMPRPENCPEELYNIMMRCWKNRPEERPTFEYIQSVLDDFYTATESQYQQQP
Runt-CBFb FRET = blocks binding of human RUNX1 Runt domain to CBFb | hit rate 0.46% among 220,000 | AID 1496 | Cerulean-Runt/Venus-CBFb FRET ratio 530/480, 1 h | inhibition, % at 20 µM;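 active means inhibition over about 50% at 20 µM in the single-dose screen, limit read from the data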;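 further: 0% = DMSO wells and 100% = excess unlabeled CBFb competitor control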
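Measured by: fluorescence energy transfer, 422 nm excitation, 530/480 nm emission; Assay system: Cerulean-Runt domain; Medium: Tris pH 7.5 buffer with BSA; Measure: loss of energy transfer signal; Controls: 5 µM unlabeled CBFb as full-inhibition high control; Incubation: protein complex preformed 1 h, compound exposure 1 h, room temperature, dark.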
FXIIa inh 1536 = blocks human coagulation factor XIIa protease activity. P00748. purified FXIIa, Boc-QGR-AMC fluorogenic substrate, 2 h. inhibition, % at 5 µM. hit rate 0.3% among 220,000. AID 800; in the data active means inhibition above about 40%;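 further: 0% = enzyme with no compound and 100% = blank without enzyme; many of its hits are not listed in these tables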
Thrombin inh = blocks human thrombin protease activity. P00734. alpha-thrombin, Boc-VPR-AMC fluorogenic substrate cleavage. inhibition, % at 5 µM. hit rate 0.26% among 220,000. AID 1046;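 active means inhibition at or above 40%; inactive means inhibition below 40%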;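 further: 0% = enzyme with no compound and 100% = wells without enzyme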
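Assay system: human alpha-thrombin enzyme. Reagent: Boc-VPR-AMC substrate, 15 µM final. Compound dosing: one concentration per compound, 5 µM, with 0.2% DMSO. Incubation: room-temperature reaction. Technique: AMC fluorescence, 355/460 nm. Measure: % inhibition relative to enzyme controls and enzyme-free blanks.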
KLK5 inh = blocks human kallikrein 5 protease activity | Q9Y337 | recombinant hK5, fluorogenic AMC substrate cleavage | inhibition, % at 5 µM | hit rate 0.59% among 210,000;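 active means inhibition of 40% or more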;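 further: 0% = enzyme controls without compound and 100% = no-enzyme blanks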
Target sequence (Q9Y337 67-293 limits assumed): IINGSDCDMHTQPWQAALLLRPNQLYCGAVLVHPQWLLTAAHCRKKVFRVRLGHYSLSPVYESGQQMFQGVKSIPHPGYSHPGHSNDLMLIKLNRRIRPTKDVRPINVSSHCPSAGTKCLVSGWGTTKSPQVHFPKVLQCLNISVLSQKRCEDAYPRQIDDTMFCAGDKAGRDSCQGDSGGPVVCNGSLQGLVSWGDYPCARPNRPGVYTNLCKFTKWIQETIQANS
FXIa inh 1536 = factor XIa (human) inhibition | P03951 | inhibition, % at 5 µM | hit rate 0.14% among 220,000 | purified FXIa, Boc-Glu-Ala-Arg-AMC fluorogenic substrate;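 active means inhibition of at least 40%; inactive means inhibition below 40%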;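 further: fluorescence of freed AMC excited at 355 nm; 0% = enzyme without compound and 100% = no enzyme blank; many of its hits are not listed in these tables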
Numbers without * were called inactive; nt = no result given; [ ] = remark or other dose.

| cpd | Structure | FXIIa inh 1536 | Wee1 stabilizer | Hck Nef HTS | FXIa inh 1536 | KLK5 inh |
| --- | --- | --- | --- | --- | --- | --- |
| 1 | CCCCNC(=O)NC12CC3CC(CC(C3)C1)C2 | nt | 22* | -35 | -5 | -5 |
| 2 | COc1ccccc1NS(=O)(=O)c1cccs1 | 4 | 1 | -12 | -1 | -4 |
| 3 | CSc1ccc(-c2nc(CN3CCCCC3c3cccnc3)c(C)o2)cc1 (stereo not given) | -2 | -1 | 1 | -3 | 7 |
| 4 | Cc1nn(C2CCCCC2)c(N)c1-c1ccccc1 | 1 | 1 | 2 | 6 | 3 |
| 5 | CCCCOc1ccc(-c2nnc(-c3cc[n+](C)cc3)o2)cc1 | 4 | 0 | 16 | -2 | 0 |
| 6 | CSc1ccccc1NC(=O)CN(C1CCCCC1)S(C)(=O)=O | 10 | -1 | 0 | -3 | -13 |
| 7 | C/C(NCCN1CCOCC1)=C(\C#N)C(N)=O | 15 | 1 | -1 | 4 | 0 |
| 8 | CC(C)CC(=O)NC(=S)Nc1ccc(N2CCOCC2)cc1 | 17 | -1 | 1 | 10 | -14 |
| 9 | O=C(NCc1ccc(Cl)cc1)c1csc(-c2cccnc2)n1 | 14 | 1 | 23 | 3 | 1 |
| 10 | COc1cc2nc(C3CC3)n(NC(=O)c3ccc(Cl)cc3)c(=O)c2cc1OC | 13 | -3 | -1 | -8 | -9 |
| 11 | O=C1c2cccnc2C(=O)N1Cc1ccccc1 | -4 | 1 | 20 | -9 | -1 |
| 12 | COC(=O)C1=NNC2C(=O)N(C3CCCCC3)C(=O)C12 (stereo not given) | 9 | -2 | 18 | 1 | 4 |

| cpd | Thrombin inh | Runt-CBFb FRET | Runt-SMMHC FRET | 14-3-3 Bad inh |
| --- | --- | --- | --- | --- |
| 1 | -9 | 0 | 0 | 1 |
| 2 | -6 | 1 | -1 | 45 |
| 3 | -4 | 0 | -4 | -13 |
| 4 | 4 | -3 | 1 | 48[fluorescence artefact?] |
| 5 | -7 | 0 | -4 | 3 |
| 6 | 0 | 0 | 4 | 10 |
| 7 | -3 | -1 | -1 | 2 |
| 8 | 1 | -1 | 5 | -30 |
| 9 | 6 | -1 | 1 | -1 |
| 10 | 2 | -1 | -4 | -6 |
| 11 | -3 | -2 | 4 | 0 |
| 12 | -8 | nt | nt | -5 |

The results go on:
| cpd | Structure | FXIIa inh 1536 | Wee1 stabilizer | Hck Nef HTS | FXIa inh 1536 | KLK5 inh |
| --- | --- | --- | --- | --- | --- | --- |
| 13 | COC(=O)C(O)(CC(=O)Nc1ccc(Cl)cc1Cl)C(F)(F)F (stereo not given) | 22 | -2 | 5 | 15 | -2 |
| 14 | O=C(Nc1ccc(-n2ccnc2P(=O)(O)c2ccccc2)cc1)c1ccccc1Cl | 14 | -1 | 9 | 3 | 16 |
| 15 | CC(=O)NCCCC(=O)NNC1CC(=O)N(c2cccc(Cl)c2)C1=O (stereo not given) | -1 | -1 | 6 | -5 | -4 |
| 16 | Fc1ccc(CSc2ccc(-c3ccc4c(c3)OCO4)nn2)cc1 | 3 | -1 | 16 | 4 | -6 |
| 17 | O=C(Nc1ccc2c(c1)OCCO2)N1CCN(Cc2ccccc2)CC1 | -6 | -1 | 12 | 0 | -6 |
| 18 | CC(C)CC(=O)n1sc(NC(=O)c2ccccc2)nc1=O | 16 | 0 | 0 | 2 | -2 |
| 19 | CC(CO)(CO)NC(=O)c1ccc(=O)[nH]n1 | 5 | 1 | 18 | 2 | -4 |
| 20 | FC(F)Sc1ccc(-n2cc(-c3ccc(Cl)cc3)[n+]3c2CCC3)cc1 | 11 | 3 | 1 | 3 | -29 |
| 21 | Cc1c(C(=O)NC2CC2)oc2ccc(S(=O)(=O)N3CCCCCC3)cc12 | 10 | nt | nt | 8 | -2 |
| 22 | Cc1ccc(C)c(N2CCN(C(=O)CN(C)S(=O)(=O)c3ccc4c(c3)CCC(=O)N4)CC2)c1 | -4 | 1 | 4 | -10 | 53* |
| 23 | CC1(C)C(=O)Nc2ccccc2N1C(=O)COc1cccnc1[N+](=O)[O-] | -3 | -2 | -4 | -6 | -23 |
| 24 | CC(C)(C)C(=O)Nc1sc2c(c1C#N)CCCCC2 | 14 | 3 | 8 | 2 | -4 |

| cpd | Thrombin inh | Runt-CBFb FRET | Runt-SMMHC FRET | 14-3-3 Bad inh |
| --- | --- | --- | --- | --- |
| 13 | 2 | 1 | -1 | -3 |
| 14 | 2 | 2 | 0 | 7 |
| 15 | -14 | 10 | 9 | -1 |
| 16 | -5 | 1 | -2 | 0 |
| 17 | -2 | 0 | -1 | -5 |
| 18 | 1 | -1 | -2 | 10 |
| 19 | -6 | -1 | -2 | -14 |
| 20 | -3 | 0 | -3 | -1 |
| 21 | -3 | -4 | 2 | 2[fluorescence artefact?] |
| 22 | -2 | -15 | -1 | 5 |
| 23 | 0 | 0 | -3 | 14 |
| 24 | 1 | -2 | -7 | -8 |

Entries by screen from the list.
Thrombin inh, entries 19–22: -6, -3, -3, -2
Hck Nef HTS, entries 19–22: 18, 1, nt, 4

The results go on:
| cpd | Structure | FXIIa inh 1536 | Wee1 stabilizer | Hck Nef HTS | FXIa inh 1536 | KLK5 inh |
| --- | --- | --- | --- | --- | --- | --- |
| 25 | Cc1ccccc1C(=O)/C=C1\NC(=O)CS1 | -3 | 2 | -1 | 4 | 5 |
| 26 | CC(CN(C)Cc1ccccc1)OC(=O)c1cccs1 (stereo not given) | 6 | -2 | 2 | 3 | 7 |
| 27 | O=C(CNC(=O)c1cccs1)NCC(=O)OCc1c(Cl)cccc1Cl | 18 | -2 | 1 | -3 | 7 |
| 28 | CC(Oc1ccccc1)C(=O)NNC(=O)c1ccccn1 (stereo not given) | 17 | -1 | 4 | 8 | -80 |
| 29 | C=CCSc1nnc(-c2c[nH]c3ccccc23)n1CC | 19 | 3 | 2 | 18 | 1 |
| 30 | O=C(Nc1c(F)cc(F)cc1Br)c1cccnc1 | -7 | -2 | 1 | -2 | 3 |
| 31 | CN1CCN(C(=O)NC2CCCN2S(=O)(=O)c2ccc(Cl)cc2)CC1 (stereo not given) | -2 | -3 | 0 | -5 | 1 |
| 32 | O=c1c2ccccc2nc2sc3ccccc3n12 | -11 | 4 | 1 | -10 | -17 |
| 33 | O=C1/C(=C/c2ccccc2)NC(=S)N1C(c1ccccc1)c1ccccc1 | 11 | -2 | -19 | 1 | -3 |
| 34 | COc1ccc(O)c(-c2[nH]ncc2C(=O)c2ccccc2C)c1 | 3 | 2 | 5 | -8 | -12 |
| 35 | CC(C)=CCN1CCN(CCC2=C(C)CCCC2(C)C)CC1CCO (stereo not given) | 10 | -3 | -3 | 3 | nt |
| 36 | COc1ccc(N2C(C(C)=O)=NN(c3ccccc3)C2c2cccs2)cc1 (stereo not given) | 3 | -1 | 0 | -3 | -17 |

| cpd | Thrombin inh | Runt-CBFb FRET | Runt-SMMHC FRET | 14-3-3 Bad inh |
| --- | --- | --- | --- | --- |
| 25 | -17 | 1 | 3 | -2[fluorescence artefact?] |
| 26 | -4 | 0 | 1 | 25[fluorescence artefact?] |
| 27 | 10 | -2 | -1 | 7 |
| 28 | -3 | 3 | -4 | 3 |
| 29 | -3 | -5 | 0 | 16 |
| 30 | -3 | 2 | -1 | 5 |
| 31 | -11 | 1 | 1 | -2 |
| 32 | -4 | -1 | 1 | 21[fluorescence artefact?] |
| 33 | 2 | 9 | 16 | -4[fluorescence artefact?] |
| 34 | -15 | 11 | 0 | -12 |
| 35 | 1 | -2 | -2 | -18 |
| 36 | -16 | 1 | 1 | -13 |

The last 4 entries of the part above open the next one:
| cpd | Structure | FXIIa inh 1536 | Wee1 stabilizer | Hck Nef HTS | FXIa inh 1536 | KLK5 inh |
| --- | --- | --- | --- | --- | --- | --- |
| 33 | O=C1/C(=C/c2ccccc2)NC(=S)N1C(c1ccccc1)c1ccccc1 | 11 | -2 | -19 | 1 | -3 |
| 34 | COc1ccc(O)c(-c2[nH]ncc2C(=O)c2ccccc2C)c1 | 3 | 2 | 5 | -8 | -12 |
| 35 | CC(C)=CCN1CCN(CCC2=C(C)CCCC2(C)C)CC1CCO (stereo not given) | 10 | -3 | -3 | 3 | nt |
| 36 | COc1ccc(N2C(C(C)=O)=NN(c3ccccc3)C2c2cccs2)cc1 (stereo not given) | 3 | -1 | 0 | -3 | -17 |
| 37 | CC(CC(=O)O)CC(=O)Nc1ccc(Br)cc1 (stereo not given) | 5 | 0 | 20 | 2 | 1 |
| 38 | C/C(=N\NC(=O)c1ccc2nc[nH]c2c1)c1ccc([N+](=O)[O-])cc1 | 16 | 3 | 8 | 5 | 11 |
| 39 | C(=C\c1ccc(/C=C/c2ccccc2)nn1)/c1ccccc1 | 6 | -4 | 18 | -2 | 1 |
| 40 | C=CCNC(=O)C1CCN(c2ccc(S(=O)(=O)N3CCOCC3)cc2[N+](=O)[O-])CC1 | 4 | 1 | 22 | -4 | 1 |
| 41 | O=C(CCl)Nc1cccn2ncnc12 | 20 | 0 | 9 | 8 | 2 |
| 42 | Cn1c(C(=O)NC2CCCCCC2)cc2c(=O)n(C)c3ccccc3c21 | 3 | -3 | 9 | -8 | -11 |
| 43 | COc1cccc(-n2nc(-c3ccnn3-c3ccc(F)cc3)c(=O)n(C)c2=O)c1 | 12 | 0 | -1 | -16 | 5 |
| 44 | CC(=O)n1cc(C2C(=O)CCCC2=O)c2ccccc21 | 17 | 1 | -1 | -2 | -4 |

| cpd | Thrombin inh | Runt-CBFb FRET | Runt-SMMHC FRET | 14-3-3 Bad inh |
| --- | --- | --- | --- | --- |
| 33 | 2 | 9 | 16 | -4[fluorescence artefact?] |
| 34 | -15 | 11 | 0 | -12 |
| 35 | 1 | -2 | -2 | -18 |
| 36 | -16 | 1 | 1 | -13 |
| 37 | -6 | -2 | 0 | -11 |
| 38 | 2 | 1 | 1 | 1 |
| 39 | -7 | -1 | -1 | -2 |
| 40 | -7 | -2 | -3 | -12 |
| 41 | 3 | 1 | -2 | 2[fluorescence artefact?] |
| 42 | -7 | -14 | -12 | 5[fluorescence artefact?] |
| 43 | -1 | 1 | 0 | 9 |
| 44 | -3 | -2 | 0 | 0 |

One compound at a time (already shown). Values in the order: FXIIa inh 1536 | Wee1 stabilizer | Hck Nef HTS | FXIa inh 1536 | KLK5 inh | Thrombin inh | Runt-CBFb FRET | Runt-SMMHC FRET | 14-3-3 Bad inh
Entry for O=C(CCl)Nc1cccn2ncnc12 = 20 | 0 | 9 | 8 | 2 | 3 | 1 | -2 | 2[fluorescence artefact?]
Entry for CC(=O)n1cc(C2C(=O)CCCC2=O)c2ccccc21 = 17 | 1 | -1 | -2 | -4 | -3 | -2 | 0 | 0

Compound activity: PubChem BioAssay, several laboratories
